Source: PubChem
SIAE inh: human SIAE inhibition, primary screen; Q9HAT2; SIAE FP-Rh probe binding, fluorescence polarization; inhibition, % at 9.66 µM; 370,000 compounds, 0.69% hits; AID 1053197;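 active means inhibition above a cutoff: mean of compounds within the control limits plus 3 SD of those, cut at about 17% in these data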;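 further: 0% = plate median of compound wells and 100% = probe without SIAE protein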
UHRF1 binding: UHRF1 methyl-DNA binding inhibition | Q96T88 | UHRF1 binding to methylated oligo, TR-FRET | inhibition, % at 4.4 µM | 370,000 compounds, 0.75% hits | AID 687016; in the data active means inhibition above about 21%;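 further: UHRF1 SRA domain binding a hemimethylated CpG hairpin DNA probe; 0% = median of test compound wells and 100% = reference inhibitor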
ABHD4 inh: ABHD4 (mouse) inhibition, primary FP screen | inhibition, % at 8.92 µM | 370,000 compounds, 0.54% hits | purified mABHD4, FP-Rh probe fluorescence polarization;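 active means inhibition exceeding the mean over every tested compound plus 3 SD, cut at about 30% in these data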;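 further: 0% = plate median of compound wells and 100% = S159A mutant with DMSO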
Target sequence (Q8VD66 whole entry, looked up): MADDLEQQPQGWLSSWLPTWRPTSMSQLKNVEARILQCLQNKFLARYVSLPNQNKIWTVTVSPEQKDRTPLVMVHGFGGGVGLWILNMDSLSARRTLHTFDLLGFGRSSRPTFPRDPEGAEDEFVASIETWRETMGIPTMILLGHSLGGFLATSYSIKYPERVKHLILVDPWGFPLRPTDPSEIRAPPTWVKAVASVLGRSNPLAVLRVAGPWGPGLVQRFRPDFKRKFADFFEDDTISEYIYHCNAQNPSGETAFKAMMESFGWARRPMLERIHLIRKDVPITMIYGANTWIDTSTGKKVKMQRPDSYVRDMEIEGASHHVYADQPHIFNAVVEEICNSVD
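Assay system: Wild-type mouse ABHD4 protein | Medium: HEPES pH 7.0 buffer, 150 mM NaCl, 0.01% Pluronic F-127 | Incubation: Enzyme–compound pre-incubation 45 min, then probe 60 min, both 25 °C | Technique: Fluorescence polarization with parallel and perpendicular emission, 525/598 nm | Evaluation: % inhibition of FP-Rh probe binding versus controls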
Tn7 DDE FP: inhibitors of Tn7 peptide binding to human fibrin DD(E); P02675; FP displacement of FITC-Tn7 peptide from fibrin DD(E); 0% = median of compound wells per plate; inhibition, % at 8.3 µM; 370,000 compounds, 0.13% hits; AID 720508;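 active means inhibition above the mean of compounds falling within the control limits plus 3 SD of them, cut at about 14% in these data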;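 further: 0% = plate median of compound wells and 100% = 10 µM Aha-Tn7 peptide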
Target sequence (P02675 whole entry, looked up): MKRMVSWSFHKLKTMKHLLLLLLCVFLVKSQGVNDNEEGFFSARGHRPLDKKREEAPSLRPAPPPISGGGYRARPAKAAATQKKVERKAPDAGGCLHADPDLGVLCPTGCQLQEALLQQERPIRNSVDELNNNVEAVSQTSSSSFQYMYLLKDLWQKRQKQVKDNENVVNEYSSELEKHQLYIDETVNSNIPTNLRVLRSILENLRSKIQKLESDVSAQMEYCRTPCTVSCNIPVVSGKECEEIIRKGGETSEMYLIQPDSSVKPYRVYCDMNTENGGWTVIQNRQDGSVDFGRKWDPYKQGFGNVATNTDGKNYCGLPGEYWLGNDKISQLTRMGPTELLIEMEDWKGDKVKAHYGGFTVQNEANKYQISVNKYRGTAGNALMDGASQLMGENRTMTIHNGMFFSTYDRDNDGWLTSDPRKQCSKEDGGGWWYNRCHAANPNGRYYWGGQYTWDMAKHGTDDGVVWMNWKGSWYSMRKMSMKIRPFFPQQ
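Assay system: Human fibrin DD(E) protein | Medium: Tris buffer with calcium and detergent, pH 7.8 | Reagent: 0.1 µM fluorescent Tn7 | Compound dosing: Single point at 8.3 µM | Times: 10 min preincubation, 3 h with tracer, room temperature | Detection: Fluorescence polarization of the labelled Tn7 tracer | Controls: Aha-Tn7 high control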
LEDGF integ inh: blocks HIV-1 LEDGF/p75-dependent DNA integration; TR-FRET IN-LEDGF/p75 DNA integration, Eu/Cy5; inhibition, % at 3.7 µM; 370,000 compounds, 0.64% hits;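 active means inhibition above the screen-wide mean plus 3 SD, cut at about 13% in these data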;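 further: signal is the Cy5 over europium emission ratio at 671 and 618 nm; 0% = plate median of compound wells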
PG9 binder: binds the HIV-1 gp120 antibody PG9 | TR-FRET gp120-PG9 antibody binding | inhibition, % at 6.7 µM | 360,000 compounds, 0.43% hits; in the data active means inhibition above about 8.5%
TCR-CD3 inh: inhibitors of human TCR-CD3 interaction; TAMRA-labeled TCR probe fluorescence, biochemical; 360,000 compounds, 0.37% hits; inhibition, % at 9.4 µM; in the data active means inhibition above about 19%;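 further: recombinant mutant TCR 2C K166C tagged with TAMRA read by polarization; 0% = receptor in buffer alone and 100% = receptor with positive control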
TDP2 absorb: TDP2 (human) inhibition, absorbance primary screen; O95551; 370,000 compounds, 0.34% hits; inhibition, % at 12.8 µM; recombinant TDP2, T5PNP hydrolysis, p-nitrophenol absorbance 415 nm;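 active means inhibition above the mean of all tested compounds plus 3 SD, set per campaign, cut at about 25% in these data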;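 further: 0% = DMSO with enzyme and 100% = buffer with substrate but no TDP2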
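Incubation: 2 h at 37 °C; Test system: recombinant human TDP2; Quantity: enzyme 120 nM; Read-out basis: percent inhibition; Medium: 50 mM Tris-HCl pH 7.5 with Mg2+, KCl, DTT, BSA; Repeats: single replicate; Compound: 12.8 µM single point, 1% DMSO; Signal: epi absorbance; Reagent: 5 mM T5PNP chromogenic substrate; Benchmarks: no-enzyme high, DMSO-plus-enzyme low.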
HTRA1 inh: HTRA1 (human) protease inhibition; Q92743; recombinant HTRA1, FP-rhodamine activity-based probe, fluorescence polarization; inhibition, % at 5.96 µM; 340,000 compounds, 0.5% hits; AID 504803; in the data active means inhibition above about 36%;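 further: 0% = enzyme with DMSO and 100% = wells lacking enzyme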
PRMT1 inh: PRMT1 (human) inhibition, primary screen | Q99873 | recombinant PRMT1, activity-based probe fluorescence polarization | inhibition, % at 2.79 µM | 370,000 compounds, 1.3% hits | AID 652257;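 active means inhibition above about 21% made by adding two undisclosed values, limit read from the data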
* marks the source's active call; other numbers are inactive results; & = joins results of further samples. Compounds were not picked by outcome; any-hit rate near 4.2%.

What do the screens show for `CCOc1ccc(NC(=O)CN2CC(c3ccccc3)CC2=O)cc1` (configuration not stated)?
SIAE inh: -4; UHRF1 binding: -2; ABHD4 inh: 3; Tn7 DDE FP: -3; LEDGF integ inh: 1; PG9 binder: -0.3; TCR-CD3 inh: 5; TDP2 absorb: 7; HTRA1 inh: 1; PRMT1 inh: -3

How did Cc1ccc(S(=O)(=O)N2[C@@H](c3cccc(C)c3)C(C(=O)O)=C[C@H]2CC2CCCC2)cc1 do in these assays?
SIAE inh: 4; UHRF1 binding: 2; ABHD4 inh: 0; Tn7 DDE FP: 4; LEDGF integ inh: -3; PG9 binder: -1.3; TCR-CD3 inh: -2; TDP2 absorb: -3; HTRA1 inh: -5; PRMT1 inh: 3

What do the screens show for `CCN1CC2([N+](=O)[O-])CC=C(OC)C([N+](=O)[O-])(C1)C2` (configuration not stated)?
SIAE inh: 7; UHRF1 binding: 1; ABHD4 inh: 7; Tn7 DDE FP: 6; LEDGF integ inh: 0; PG9 binder: -0.4; TCR-CD3 inh: 8; TDP2 absorb: 9; HTRA1 inh: 2; PRMT1 inh: 1

How did CCN1C(=O)[C@H]2[C@@H](c3ccc(C)cc3)N3C(=O)N(c4ccc(C)cc4)C(=O)[C@@]3(Cc3ccccc3)[C@H]2C1=O do in these assays?
SIAE inh: 5; UHRF1 binding: 0; ABHD4 inh: 3; Tn7 DDE FP: -1; LEDGF integ inh: 3; PG9 binder: -0.7; TCR-CD3 inh: -1; TDP2 absorb: 2; HTRA1 inh: -4; PRMT1 inh: 0

How did COc1ccccc1C(=O)Nc1nnc(SCC(=O)Nc2ccc3c(c2)oc2ccccc23)s1 do in these assays?
SIAE inh: -36; UHRF1 binding: 4; ABHD4 inh: -5; Tn7 DDE FP: -9; LEDGF integ inh: 5; PG9 binder: -1.1; TCR-CD3 inh: -2; TDP2 absorb: -7; HTRA1 inh: -12; PRMT1 inh: -2

How did O=C(Cn1nnc2ccccc2c1=O)NCCc1ccccc1 do in these assays?
SIAE inh: 2; UHRF1 binding: 3; ABHD4 inh: 4; Tn7 DDE FP: -11; LEDGF integ inh: 4; PG9 binder: -1.6; TCR-CD3 inh: -4; TDP2 absorb: -1; HTRA1 inh: -6; PRMT1 inh: 0

How did O=C(O)CC(NC(=O)c1ccccc1NC(=O)c1ccccc1)C(=O)O (configuration not stated) do in these assays?
SIAE inh: -5; UHRF1 binding: 1; ABHD4 inh: 7; Tn7 DDE FP: 5; LEDGF integ inh: 1; PG9 binder: -0.1; TCR-CD3 inh: -7; TDP2 absorb: 7; HTRA1 inh: 3; PRMT1 inh: 2

Results for O=C(COC(=O)c1ccccc1Cl)NCc1ccco1 ?
SIAE inh: -1; UHRF1 binding: 8; ABHD4 inh: 7; Tn7 DDE FP: -6; LEDGF integ inh: 3; PG9 binder: -1.0; TCR-CD3 inh: 5; TDP2 absorb: 1; HTRA1 inh: 3; PRMT1 inh: 10

Results for COc1ccc(Cc2nnc(NC(=O)Nc3ccccc3)s2)cc1OC ?
SIAE inh: -14; UHRF1 binding: 1; ABHD4 inh: 6; Tn7 DDE FP: 2; LEDGF integ inh: -3; PG9 binder: 1.9; TCR-CD3 inh: -2; TDP2 absorb: 4; HTRA1 inh: -14; PRMT1 inh: 1

Results for CC(C)Oc1cccc(C(=O)NC(=S)Nc2cccc(NC(=O)c3ccccc3Cl)c2)c1 ?
SIAE inh: -71; UHRF1 binding: 10; ABHD4 inh: -10; Tn7 DDE FP: -11; LEDGF integ inh: 2; PG9 binder: -1.3; TCR-CD3 inh: -9; TDP2 absorb: -13; HTRA1 inh: -11; PRMT1 inh: -1

Results for Nc1cc(C(=O)OCC(=O)N2CCN(C(=O)COC(=O)c3ccc(Cl)c(N)c3)CC2)ccc1Cl ?
SIAE inh: 12; UHRF1 binding: -3; ABHD4 inh: 3; Tn7 DDE FP: 3; LEDGF integ inh: 0; PG9 binder: 4.6; TCR-CD3 inh: -1; TDP2 absorb: 15; HTRA1 inh: 5; PRMT1 inh: 0

How did CCN(CC)CCCNc1nc2cc(OC)c(OC)cc2c2nc(-c3cccnc3)nn12 do in these assays?
SIAE inh: -6; UHRF1 binding: 68*; ABHD4 inh: -4; Tn7 DDE FP: -10; LEDGF integ inh: 0; PG9 binder: -0.8; TCR-CD3 inh: -14; TDP2 absorb: 4; HTRA1 inh: 0; PRMT1 inh: -4

Results for O=C1NN(c2ccccc2)C(=O)C1=Cc1ccccc1O ?
SIAE inh: 0; UHRF1 binding: -1; ABHD4 inh: 3; Tn7 DDE FP: -4; LEDGF integ inh: 1; PG9 binder: -3.2; TCR-CD3 inh: -1; TDP2 absorb: 7; HTRA1 inh: 5; PRMT1 inh: -6

How did Cc1cc(Br)c(NC(=O)COC(=O)CSc2nnc(-c3ccc(Cl)cc3)o2)c(Br)c1 do in these assays?
SIAE inh: 4; UHRF1 binding: -3; ABHD4 inh: 6; Tn7 DDE FP: 10; LEDGF integ inh: -2; PG9 binder: -1.6; TCR-CD3 inh: -3; TDP2 absorb: 8; HTRA1 inh: -1; PRMT1 inh: 0

What do the screens show for `O=C(COC(=O)c1ccc([N+](=O)[O-])cc1)Nc1cccnc1Cl`?
SIAE inh: 2; UHRF1 binding: -2; ABHD4 inh: 3; Tn7 DDE FP: -4; LEDGF integ inh: -2; PG9 binder: -1.3; TCR-CD3 inh: 3; TDP2 absorb: -12; HTRA1 inh: 3; PRMT1 inh: 0

Results for CC1=C(C(=O)OCc2ccccc2)C(c2cccnc2)c2c(n(C)c(=O)n(C)c2=O)N1 (configuration not stated) ?
SIAE inh: 7; UHRF1 binding: -3; ABHD4 inh: -4; Tn7 DDE FP: -5; LEDGF integ inh: 2; PG9 binder: 1.1; TCR-CD3 inh: -4; TDP2 absorb: 14; HTRA1 inh: 5&0; PRMT1 inh: -1

Results for COc1ccc(OC)c(C(c2nnnn2CC2CCCO2)N2CCN(C)CC2)c1 (configuration not stated) ?
SIAE inh: 1; UHRF1 binding: 0; ABHD4 inh: 2; Tn7 DDE FP: -4; LEDGF integ inh: 4; PG9 binder: 0.2; TCR-CD3 inh: -6; TDP2 absorb: -4; HTRA1 inh: 0; PRMT1 inh: -1

Results for Cc1ccc(NC(=O)C(=O)NCCCN2CCOCC2)c(C)c1 ?
SIAE inh: 0; UHRF1 binding: -1; ABHD4 inh: -6; Tn7 DDE FP: -1; LEDGF integ inh: 6; PG9 binder: -0.2; TCR-CD3 inh: -1; TDP2 absorb: -3; HTRA1 inh: 5; PRMT1 inh: -6

What do the screens show for `Cc1cccc(OCc2nnc(SCC(=O)Nc3cccc(C(=O)N4CCOCC4)c3)n2C)c1C`?
SIAE inh: 0; UHRF1 binding: 0; ABHD4 inh: 2; Tn7 DDE FP: -1; LEDGF integ inh: 6; PG9 binder: -2.6; TCR-CD3 inh: -4; TDP2 absorb: -9; HTRA1 inh: 6; PRMT1 inh: -4

Results for CN(C)c1nnc(-c2ccc(Cl)cc2)o1 ?
SIAE inh: -2; UHRF1 binding: 13; ABHD4 inh: 3; Tn7 DDE FP: -4; LEDGF integ inh: -1; PG9 binder: -0.1; TCR-CD3 inh: -3; TDP2 absorb: 1; HTRA1 inh: 3; PRMT1 inh: 1

How did COc1cccc(C2(O)CCN(C(=O)C(C)C)CC2)c1 do in these assays?
SIAE inh: -2; UHRF1 binding: -1; ABHD4 inh: -2; Tn7 DDE FP: 5; LEDGF integ inh: -2; PG9 binder: -0.6; TCR-CD3 inh: -2; TDP2 absorb: -3; HTRA1 inh: 6; PRMT1 inh: -1

How did Cc1ccc(C(=O)N2CCN(Cc3nc4sc5c(c4c(=O)[nH]3)CCCC5)CC2)cc1 do in these assays?
SIAE inh: -7; UHRF1 binding: 2; ABHD4 inh: -5; Tn7 DDE FP: -1; LEDGF integ inh: -6; PG9 binder: 1.3; TCR-CD3 inh: 1; TDP2 absorb: -13; HTRA1 inh: -1; PRMT1 inh: 3

How did CC(c1nccs1)N(C)C(=O)c1ccc(OC2CCN(CCc3ccccc3)CC2)cc1 (configuration not stated) do in these assays?
SIAE inh: 2; UHRF1 binding: 3; ABHD4 inh: -11; Tn7 DDE FP: 1; LEDGF integ inh: 2; PG9 binder: -1.8; TCR-CD3 inh: -3; TDP2 absorb: -3; HTRA1 inh: -5; PRMT1 inh: 1

Results for CCN(CC)CCNS(=O)(=O)c1ccc2c3c(cccc13)C(=O)N2 ?
SIAE inh: -3; UHRF1 binding: -12; ABHD4 inh: 5; Tn7 DDE FP: 0; LEDGF integ inh: -2; PG9 binder: -0.4; TCR-CD3 inh: 3; TDP2 absorb: -2; HTRA1 inh: 4; PRMT1 inh: 1

What do the screens show for `CC(C)[C@H]1COCCS(=O)(=O)N1Cc1cccc(Cl)c1`?
SIAE inh: -3; UHRF1 binding: 0; ABHD4 inh: -1; Tn7 DDE FP: 1; LEDGF integ inh: -1; PG9 binder: 2.7; TCR-CD3 inh: -8; TDP2 absorb: 7; HTRA1 inh: -3; PRMT1 inh: 0

How did Cc1nc(SCC(=O)NC2CCCCC2)[nH]c(=O)c1C do in these assays?
SIAE inh: 8; UHRF1 binding: -3; ABHD4 inh: -2; Tn7 DDE FP: -1; LEDGF integ inh: 1; PG9 binder: -0.7; TCR-CD3 inh: 6; TDP2 absorb: 1; HTRA1 inh: 2; PRMT1 inh: -4

Retrieved one by one from the entries so far (three):
How did Cc1ccc(C(=O)N2CCN(Cc3nc4sc5c(c4c(=O)[nH]3)CCCC5)CC2)cc1 do in these assays?
SIAE inh: -7; UHRF1 binding: 2; ABHD4 inh: -5; Tn7 DDE FP: -1; LEDGF integ inh: -6; PG9 binder: 1.3; TCR-CD3 inh: 1; TDP2 absorb: -13; HTRA1 inh: -1; PRMT1 inh: 3

How did COc1cccc(C2(O)CCN(C(=O)C(C)C)CC2)c1 do in these assays?
SIAE inh: -2; UHRF1 binding: -1; ABHD4 inh: -2; Tn7 DDE FP: 5; LEDGF integ inh: -2; PG9 binder: -0.6; TCR-CD3 inh: -2; TDP2 absorb: -3; HTRA1 inh: 6; PRMT1 inh: -1

How did Cc1nc(SCC(=O)NC2CCCCC2)[nH]c(=O)c1C do in these assays?
SIAE inh: 8; UHRF1 binding: -3; ABHD4 inh: -2; Tn7 DDE FP: -1; LEDGF integ inh: 1; PG9 binder: -0.7; TCR-CD3 inh: 6; TDP2 absorb: 1; HTRA1 inh: 2; PRMT1 inh: -4
